Source: PubChem BioAssay
E-selectin induc = E-selectin induction in HUVECs, primary screen, imaging, HUVEC, immunofluorescence imaging, single point. P16581. normalized: neutral wells 0, TNF-alpha wells 100. activation, % at 7.58 µM. 260,000 tested, 0.37% active;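 active = mean E-selectin-positive cell signal at least 10% of the positive control, reached in at least 60% of replicates, without over 20% cell loss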;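 note: in these data hits start at about 27%; measured in HUVEC primary endothelial cells; signal is the percent of cells scored E-selectin positive by PE staining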
Target sequence (P16581 whole entry, looked up): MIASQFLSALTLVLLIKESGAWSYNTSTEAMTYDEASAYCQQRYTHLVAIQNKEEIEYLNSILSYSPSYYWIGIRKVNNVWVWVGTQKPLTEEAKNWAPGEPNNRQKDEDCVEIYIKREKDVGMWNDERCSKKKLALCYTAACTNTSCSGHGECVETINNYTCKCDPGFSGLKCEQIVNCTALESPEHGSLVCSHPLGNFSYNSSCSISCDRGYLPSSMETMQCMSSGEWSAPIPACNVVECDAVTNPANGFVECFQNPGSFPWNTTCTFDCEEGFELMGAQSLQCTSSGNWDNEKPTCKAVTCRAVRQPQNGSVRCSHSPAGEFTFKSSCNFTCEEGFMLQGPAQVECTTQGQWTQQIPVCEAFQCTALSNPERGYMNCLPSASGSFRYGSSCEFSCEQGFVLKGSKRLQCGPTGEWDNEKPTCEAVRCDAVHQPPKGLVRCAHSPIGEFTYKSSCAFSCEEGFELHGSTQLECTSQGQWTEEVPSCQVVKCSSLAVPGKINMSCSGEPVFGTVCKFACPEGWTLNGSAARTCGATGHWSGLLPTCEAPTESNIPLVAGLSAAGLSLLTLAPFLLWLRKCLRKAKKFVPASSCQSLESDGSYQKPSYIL
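Assay system: HUVEC primary endothelial cells. Input: 3,000 HUVEC seeded per well. Doses: one compound dose added by pin transfer. Read-out basis: % PE-positive cells. Benchmarks: TNF-alpha high, DMSO low. Detection: immunofluorescence imaging. Buffer or medium: EGM-2, gelatin.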
miR-122 sensor = miR-122 Renilla sensor signal increase in Huh7, primary screen, miR-122 inhibitor project, cell-based, single point, plate reader. Huh7 miR-122 Renilla luciferase sensor, 48 h; neutral wells = 0, positive control = 100. activation (reporter increase), % at 12.5 µM. 340,000 tested, 0.3% active;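 active = mean replicate activation score at least 90 and every replicate individually at or above 90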;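 note: higher luciferase means less miR-122 activity so hits act as miR-122 inhibitors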
PglD DTNB = C. jejuni PglD acetyltransferase inhibitors, primary screen, biochemical, DTNB colorimetric, single point; 360,000 tested, 0.098% active; inhibition, % at 12.5 µM; purified PglD enzyme, DTNB colorimetric CoA detection; UDP-N-acetylbacillosamine N-acetyltransferase PglD (Campylobacter jejuni); in the data active = inhibition above about 16%, passing the limit was not always enough; note: strong numbers were not always called active
RAD52 anneal inh = RAD52 DNA annealing inhibitors, primary screen, biochemical, FRET, single point, set 2; inhibition, % at 18.7 µM; recombinant RAD52 DNA annealing, FRET fluorescence; 360,000 tested, 0.46% active; DNA repair protein RAD52 homolog (Homo sapiens), P43351;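 active = every replicate showing at least 50% inhibition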
Target sequence (P43351 whole entry, looked up): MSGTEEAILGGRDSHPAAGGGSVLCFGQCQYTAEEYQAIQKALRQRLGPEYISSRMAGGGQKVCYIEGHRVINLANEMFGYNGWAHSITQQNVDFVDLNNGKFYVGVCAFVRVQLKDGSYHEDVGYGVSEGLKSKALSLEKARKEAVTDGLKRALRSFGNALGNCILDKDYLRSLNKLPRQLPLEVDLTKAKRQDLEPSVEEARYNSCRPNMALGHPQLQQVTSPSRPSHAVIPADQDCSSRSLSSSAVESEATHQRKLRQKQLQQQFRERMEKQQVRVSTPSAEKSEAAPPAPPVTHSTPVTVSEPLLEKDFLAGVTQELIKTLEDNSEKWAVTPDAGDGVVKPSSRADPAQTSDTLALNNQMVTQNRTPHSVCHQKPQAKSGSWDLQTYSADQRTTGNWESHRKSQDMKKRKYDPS
ERAP1 inh = human ERAP1 aminopeptidase inhibitors, primary screen, biochemical, single point, plate reader. Endoplasmic reticulum aminopeptidase 1 (Homo sapiens), Q9NZ08. recombinant ERAP1, Leu-AMC fluorescence, 60 min. inhibition, % at 10.7 µM. 340,000 tested, 0.15% active;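 active = mean replicate inhibition of at least 30%, or all replicates individually reaching that 30% level; inactive = mean below 30% and not every replicate reaching it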;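 note: 0% = neutral control wells and 100% = L-leucinethiol positive control wells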
PGC1a acetyl inh = inhibitors of PGC1a acetylation signal, primary screen, cell-based, U2OS, AlphaScreen, inhibitor mode. AlphaScreen anti-acetyl-lysine; with virally co-expressed GCN5 acetyltransferase. inhibition, % at 15.6 µM. 350,000 tested, 0.17% active;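 active = every replicate shows inhibition of at least 40%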;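 note: 0% = neutral control wells and 100% = positive control wells; some results beyond the cut were filed as inactive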
RAD54 inh = inhibitors of human RAD54 branch migration, primary screen, biochemical, fluorescence, single point; inhibition, % at 10.4 µM; AID 602329, 2012; 360,000 tested, 0.14% active; RAD54 Holliday junction branch migration, FAM/BHQ fluorescence; DNA repair and recombination protein RAD54-like (Homo sapiens), Q92698;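 active = mean normalized replicate activity at least 40 and at least half of replicates scoring 40 or more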;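 note: 0% = median of neutral control wells and 100% = median of positive control wells; inhibitors cause a drop in the FAM fluorescence signal; in these data hits start at about 50%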
Cneo AK release = Cryptococcus neoformans cell lysis inducers, primary screen, AK release luminescence, single concentration. C. neoformans lysis, adenylate kinase release luminescence, 4 h; normalised: neutral wells 0, clomiphene wells 100. lysis activity, % at 15 µM. 360,000 tested, 0.2% active. AID 651654, 2012;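 active = mean lysis activity across replicates of at least 80%, whatever share of replicates individually reach that level; inactive = mean lysis activity below 80%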
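Test system: log-phase Cryptococcus neoformans yeast cells; Quantity: yeast cell density of 5 × 10^6 cells/mL; Buffer or medium: YPD; Doses: single compound concentration per well; Timing: 4 h at 37 °C static, read 1 h later; Measured by: AK luminescence; Read-out basis: lysis from increased AK signal; Control set: Clomiphene as positive control.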
Active calls of the source: *; · = not tested or not shown; & = joins results of further samples; [ ] = another dose, or the depositor's remark.

Sample of the layout (three entries):
Every second line gives: E-selectin induc	miR-122 sensor	PglD DTNB	RAD52 anneal inh	ERAP1 inh	PGC1a acetyl inh	RAD54 inh	Cneo AK release
- O=C(CN1C(=O)/C(=C2\SC(=S)N(CCS(=O)(=O)O)C2=O)c2ccccc21)Nc1cccc(Br)c1
→ -0.2	4	-2	-9	5	·	-13	-1
- CC(C)(C)OC(=O)C[C@H]1C/C=C\C[C@@H](CC(=O)NCCO)C(=O)NC[C@H](c2ccccc2)OC1=O
→ 0.2	2	0	-11	-5	13	-4	0
- CC1=CC2=NC(=O)CC(C)(C(=O)N(CC(=O)NC3CCCC3)c3ccccc3F)N2C=C1 (configuration not stated)
→ ·	·	5	-47	-1	·	-3	-8

The list itself (from the top)
Every second line gives: E-selectin induc	miR-122 sensor	PglD DTNB	RAD52 anneal inh	ERAP1 inh	PGC1a acetyl inh	RAD54 inh	Cneo AK release
- O=C(CN1C(=O)/C(=C2\SC(=S)N(CCS(=O)(=O)O)C2=O)c2ccccc21)Nc1cccc(Br)c1
→ -0.2	4	-2	-9	5	·	-13	-1
- CC(C)(C)OC(=O)C[C@H]1C/C=C\C[C@@H](CC(=O)NCCO)C(=O)NC[C@H](c2ccccc2)OC1=O
→ 0.2	2	0	-11	-5	13	-4	0
- CC1=CC2=NC(=O)CC(C)(C(=O)N(CC(=O)NC3CCCC3)c3ccccc3F)N2C=C1 (configuration not stated)
→ ·	·	5	-47	-1	·	-3	-8
- C/C(=N/NC(=O)c1ccc(Br)o1)C(C)C
→ ·	-4	-6	-15	3	1	-10	-5
- O=C(N/N=C/c1ccc(OC(=O)c2ccc3c(c2)OCO3)cc1)c1cncc(Br)c1
→ -0.6	0	-6	·	·	1	0	-3
- CSc1ncc(Cl)c(C(=O)Nc2ccccc2C)n1
→ 0.1	·	0	-22	-2	·	-16	0
- Cc1cc(C(=O)NNC(C)Cc2ccccc2)no1 (configuration not stated)
→ 0.1	-4	-1	-15	0	-2	-7	0
- CC(=O)c1ccc(-c2cnc3c(NC=O)cc(-c4ccc(N5CCN(C)CC5)cc4)cn23)cc1
→ ·	·	-2	67*	1	-4	35	-1
- C[C@H]1CN([C@@H](C)CO)C(=O)c2cc(-c3cncnc3)cnc2O[C@@H]1CN(C)C(=O)Cc1ccccn1
→ 0.2	-7[16.7 µM]	7	0	-2	6	-2	-1
- CCCc1cc(C(=O)NC(C)C2CCCO2)cs1 (configuration not stated)
→ 0.9	-6	0	-12	6	4	-1	0
- CCc1nc2c(OCC3CCCCC3)cccn2c1N(C)C(=O)c1ccc(C)cc1
→ -0.4	-6	-1	-3	-1	11	-4	3
- COc1ccc(/C=C2\C(=O)NCC(=O)N2C)cc1
→ ·	-8	3	-11	86*	7	-6	2
- O=C(O)c1ccccc1C(=O)NCCc1c(C(=O)O)[nH]c2ccc(F)cc12
→ -0.1	0	-9	-15	1	9	3	1
- N#C[C@@H]1[C@@H](c2ccc(C#Cc3cccc(F)c3)cc2)[C@H](CO)N1C(=O)C1CCC1
→ 0.5	·	-6	-13	2	-8	-11	6
- CNC[C@@H]1Oc2ccc(NC(=O)Nc3ccccc3)cc2C(=O)N([C@@H](C)CO)C[C@H]1C
→ -2.2&1.3	1[16.7 µM]	1&-4	-2&-24	3&4	7	4&-3	-1&3
- O=C([C@@H]1[C@@H](CO)[C@@H]2Cn3c(ccc(-c4ccncc4)c3=O)[C@H]1N2Cc1ccccc1)N1CCOCC1
→ -0.7	-7[16.7 µM]	1	4	0	·	-3	1
- Cc1nn(-c2ccc(F)cc2)c2sc(C(=O)OC3CCOC3=O)cc12 (configuration not stated)
→ ·	0	8	·	·	-4	2	0
- CC[C@H](NC(=O)CC[C@H]1O[C@@H](n2cnc3c(NC(=O)c4ccccc4)ncnc32)[C@H](O)[C@@H]1O)c1ccccc1
→ -0.3	7	3	-12	0	10	5	0
- CCc1ccc(C(O)c2ncc(-c3cccc(OC)c3)[nH]2)cc1 (configuration not stated)
→ ·	10	1	·	·	·	15	0
- COc1ccccc1CNc1cncnc1
→ -0.1	·	4	0	-3	·	1	1
- CCC(=O)N(C)C[C@H]1Oc2ncc(/C=C/c3ccccc3)cc2C(=O)N([C@@H](C)CO)C[C@@H]1C
→ 0.3	-6[16.7 µM]	2	6	0	-1	-6	4
- Cc1noc(C)c1NC(=O)Nc1cccc2c1O[C@H](CN(C)Cc1ccc(C(=O)O)cc1)[C@@H](C)CN([C@@H](C)CO)C2=O
→ ·	-16[16.7 µM]	0	-8	3	-2	17	1
- Cc1ccc(S(=O)(=O)Nc2ccc3c(c2)CC(=O)N([C@H](C)CO)C[C@@H](C)[C@@H](CN(C)Cc2ccc(C(=O)Nc4ccccc4N)cc2)O3)cc1
→ -0.1	20[16.7 µM]	-1	-15	-1	-10	-3	-7
- COc1ccc(C#Cc2cccc(-c3nc(C(=O)NCc4ccc(Oc5ccccc5)cc4)cc4c3[C@@H](CCO)N(S(=O)C(C)(C)C)C4)c2)cc1OC (some centres not stated)
→ 0.4	-3	-5	-15	1	-9	-4	49
- O=C(C[C@@H]1CC[C@H]2[C@@H](COC[C@@H](O)CN2C(=O)Nc2ccc3c(c2)OCO3)O1)N1CCN(c2ccccc2)CC1
→ 0.0	4[16.7 µM]	-2	-41	3	-12	-2	-2
- CCC1=Nc2cc(C(=O)NCCCN3CCOCC3)ccc2Sc2ccccc21
→ 0.0	-1	3	1	-1	14	0	-1
- Cc1ccc(C(C)C)c(OCc2nn(CC(=O)c3ccc(OC(F)F)cc3)c3[n+]2CCCCC3)c1
→ ·	2	2	·	·	·	38	-2
- CC(C)CC1NC(=O)N(CC(=O)N(C)C2CCCCC2)C1=O (configuration not stated)
→ -0.1	-3	-3	-8	-2	2	-13	0
- CN(Cc1cn(C)nc1-c1ccc(Oc2ccccc2)cc1)CC1COCCO1 (configuration not stated)
→ 6.2	1	·	1	0	5	·	·
- COCC(=O)N1CCC(Oc2ccc(C(=O)N(C)Cc3nccs3)cc2)CC1
→ ·	·	·	-8	5	·	-12	0
- C/C=C/c1ccccc1[C@@H]1[C@H](C#N)N(C(=O)Cc2ccccn2)[C@H]1CO
→ -0.1	·	·	6	-2	4	·	·
- O=C(CCC(=O)NC1CCCCC1)NCc1ccc(F)cc1
→ 1.3	-2	-1	-5	-2	·	-13	3
- O=C(C[C@@H]1C=C[C@@H](NC(=O)Nc2ccccc2F)[C@@H](CO)O1)NCc1ccc(-c2ccccc2)cc1
→ 3.4	-9[16.7 µM]	2	10	2	0	-1	-2
- CON(c1nc(N(C)C)nc(N(C)C)n1)S(=O)(=O)c1ccccc1Cl
→ ·	33	-2	·	·	-10	-4	-5
- CCOC(=O)C(=O)Nc1nnc(SCc2ccc(F)cc2)s1
→ 39*	1	-2	-6	12	11	-20	-1
- Cc1cc(C)cc(OCC(=O)Nc2ccc(N3CCCC3)cc2)c1
→ ·	·	7	·	·	12	23	1
- O=C(NCC1OCCc2ccccc21)C1COc2ccccc2O1 (configuration not stated)
→ ·	2	-3	·	·	-4	4	7
- CSc1ncccc1C(=O)Nc1cccc(C)n1
→ -0.7	-8	-3	-7	0	3	-3	-1
- Cc1[nH]cnc1CSCc1ccc(Cl)cc1
→ -1.6	-1	2	-1	-4	3	-9	-2
- CC1Cc2ccccc2N1CC(=O)NC(=O)NCc1ccco1 (configuration not stated)
→ ·	0	-2	·	·	-10	-1	1
- CC(NC(=O)C(C)N1CCN(S(=O)(=O)c2ccccc2)CC1)c1ccccc1 (configuration not stated)
→ 0.3	-7	-8	1	4	3	-8	-1
- COc1ccc(CNC(=O)c2n[nH]c3ccccc23)cc1OC
→ ·	-3	4	-7	3	5	5	1
- CC/C=C(/NC(C)=O)c1ccccc1
→ -0.1	-5	1	-3	2	-5	9	1
- Cc1ccc(S(=O)(=O)N(C)C[C@@H]2OCCCC[C@H](C)Oc3ccc(NC(=O)NC4CCCCC4)cc3C(=O)N([C@@H](C)CO)C[C@@H]2C)cc1
→ -0.3	-13[16.7 µM]	-3	-39	1	4	-6	-1
- Cc1ccc(C(=O)OCc2cc(=O)n3ccsc3n2)s1
→ 0.2	-4	-2	-2	1	0	-2	-1
- C[C@@H]1CN([C@@H](C)CO)C(=O)c2cc(NS(=O)(=O)c3ccc(F)cc3)ccc2O[C@H]1CN(C)Cc1ccc(C(=O)O)cc1
→ 5.9	1[16.7 µM]	-4	3	0	16	-12	16
- Cc1ccc2c(c1)C(c1ccncc1)=NNC(c1cccnc1)=N2
→ 3.6	4	2	-2	4	·	-1	1
- N#C/C(=C\C=C\c1ccccc1)C(=O)NCc1ccco1
→ 0.0	0	-13	-7	-3	-23	3	3
- O=C(NCCc1ccccc1)C1CCCN1C(=O)Nc1cccc(Cl)c1 (configuration not stated)
→ -0.1	-3	1	-3	-2	17	8	-2
- Cc1ccc(C(=O)c2cc([N+](=O)[O-])ccc2N2CCN(C)CC2)cc1
→ ·	45	-8	·	·	-1	-1	-1
- OC[C@@H]1[C@H](c2ccc(-c3cccc(F)c3)cc2)[C@H]2CN(Cc3cncnc3)CCCCN12
→ 0.1	7[16.7 µM]	0	4	0	-5	0	5
- C[C@H](CO)N1C[C@H](C)[C@H](CN(C)S(=O)(=O)c2ccccc2)Oc2ccc(N(C)C)cc2C1=O
→ -2.4	4[16.7 µM]	3	11	-2	-6	7	-3
- CC(C)C#Cc1ccc([C@H]2[C@@H](CO)N3CCCCN(C(=O)c4ccc(F)cc4)C[C@H]23)cc1
→ -0.4	-5[16.7 µM]	4	24	0	-5	7	18
- O=C(NCC(=O)N1CCCCCCC1)c1ccco1
→ -0.4	-11	1	-1	0	4	-13	3
- O=C(CN(Cc1ccco1)C(=O)c1cc(=O)[nH]c2ccccc12)Nc1ccccc1C(F)(F)F
→ ·	-1	2	·	·	-5	-1	-1
- C[C@@H]1CN([C@H](C)CO)C(=O)Cc2cc(NC(=O)C3CCCCC3)ccc2O[C@@H]1CN(C)Cc1ccc(Oc2ccccc2)cc1
→ -0.4	-11[16.7 µM]	1	-2	-2	-30	-2	-1
